Screens deposited in PubChem BioAssay by several laboratories.
M5 PAM: CHRM5 positive allosteric modulation; P08912; CHO-K1 hM5, Fluo-8 calcium, ACh EC20 PAM; 0% = ACh EC20, 100% = ACh EC100; activation, % at 3 µM; 0.3% of 360,000 active;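 active = activation above the run cutoff, the mean activation of all test compounds plus 3 SD, cut at about 18% in these data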
Target sequence (P08912 whole entry, looked up): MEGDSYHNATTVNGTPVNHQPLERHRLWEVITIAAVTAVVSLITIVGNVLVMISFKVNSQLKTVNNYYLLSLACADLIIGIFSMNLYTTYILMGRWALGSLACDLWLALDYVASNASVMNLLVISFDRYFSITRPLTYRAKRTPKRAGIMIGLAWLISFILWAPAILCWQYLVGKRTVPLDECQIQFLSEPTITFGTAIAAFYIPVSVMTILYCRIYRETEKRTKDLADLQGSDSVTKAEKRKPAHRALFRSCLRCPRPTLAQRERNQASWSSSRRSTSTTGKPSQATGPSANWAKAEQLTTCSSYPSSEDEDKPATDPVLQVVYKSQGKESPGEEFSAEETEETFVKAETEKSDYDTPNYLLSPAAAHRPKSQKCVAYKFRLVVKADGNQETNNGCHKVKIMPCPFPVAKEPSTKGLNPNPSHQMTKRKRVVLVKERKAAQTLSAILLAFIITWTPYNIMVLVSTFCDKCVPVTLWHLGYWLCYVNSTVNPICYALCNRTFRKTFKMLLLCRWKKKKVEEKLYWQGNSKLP
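Assay system: CHO-K1 hM5 cells. Also added: acetylcholine at EC20 concentration, added after compound. Dosing: 3 µM, single dose. Times: compound preincubation 140 s before EC20 acetylcholine addition. Signal: Fluo-8 calcium fluorescence. Measure: % activation relative to EC20 and EC100 ACh responses. Repeats: singlicate, one well per test compound.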
CRFR2-BP ag: CRF-BP/CRF-R2 complex agonism; activation, % at 13.2 µM; AID 588473; 0.46% of 350,000 active; HEK293 CRF-R2/CRF-BP, calcium dye fluorescence (FLIPR); percent of saturating CRF peptide response;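 active = activation of at least 50%, plus an integration ratio under a set limit after plate pattern correction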;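 also: plate controls were neutral control wells without compound for no effect and CRF at EC100 for full effect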
M1 PAM: positive allosteric modulators of human M1 muscarinic receptor; 0.088% of 360,000 active; P11229; activation, % at 3 µM; AID 588819; CHO-K1 hM1, Fluo-8 calcium fluorescence, ACh EC20; 0% = ACh EC20, 100% = maximal ACh; in the data active = activation above about 19%, passing the limit was not always enough
Target sequence (P11229 whole entry, looked up): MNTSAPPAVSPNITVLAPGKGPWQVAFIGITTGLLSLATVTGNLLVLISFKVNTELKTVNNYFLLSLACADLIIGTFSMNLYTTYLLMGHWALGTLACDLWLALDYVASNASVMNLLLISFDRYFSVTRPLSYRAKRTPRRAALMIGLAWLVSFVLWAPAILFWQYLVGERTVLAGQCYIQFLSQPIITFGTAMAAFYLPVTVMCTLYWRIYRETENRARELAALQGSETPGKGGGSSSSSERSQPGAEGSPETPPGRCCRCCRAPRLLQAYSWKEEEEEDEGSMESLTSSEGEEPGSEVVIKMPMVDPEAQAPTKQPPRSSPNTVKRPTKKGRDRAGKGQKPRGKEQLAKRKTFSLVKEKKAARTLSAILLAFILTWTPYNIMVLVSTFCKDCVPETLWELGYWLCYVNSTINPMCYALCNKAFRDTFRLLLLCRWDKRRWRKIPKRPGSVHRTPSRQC
CHRM4 agonist: agonists of human muscarinic M4 receptor (CHRM4). P08173. CHO-K1 hM4/Gqi5, Fluo-8 calcium fluorescence; vehicle 0%, full acetylcholine response 100%. activation, % at 3 µM. 0.14% of 360,000 active. AID 624127;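 active = activation above the run mean over all test wells plus 3 SD, cut at about 32% in these data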;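 also: peak over basal fluorescence ratio per well then scaled between controls; 0% = DMSO wells and 100% = acetylcholine at EC100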
M5 ag: CHRM5 agonism in calcium assay. P08912. CHO-K1 hM5 cells, Fluo-8 calcium fluorescence; 0% DMSO wells, 100% maximal acetylcholine response. activation, % at 3 µM. 0.19% of 360,000 active;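 active = activation above the run's mean over test compounds plus 3 SD, cut at about 23% in these data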;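 also: signal is peak over basal fluorescence ratio across the kinetic read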
M1 antag: antagonists of human M1 muscarinic receptor; CHO-K1 hM1, Fluo-8 calcium fluorescence, ACh EC80 antagonist; inhibition, % at 3 µM; 1.3% of 360,000 active; AID 588852;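 active = percent inhibition above its own plate's cutoff, namely the mean of that plate's compound wells plus 3 SD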;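 also: peak over basal fluorescence ratio during 140 s after agonist addition; 0% = ACh EC80 plus DMSO and 100% = DMSO alone without agonist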
CHRM4 antagonist: blocks acetylcholine activation of human M4 receptor | AID 624125 | inhibition, % at 3 µM | 0.73% of 360,000 active | CHO-hM4 cells, ACh EC80, Fluo-8 calcium fluorescence;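 active = inhibition above its plate's cutoff, the mean inhibition of sample wells plus 3 SD, cut at about 27% in these data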;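 also: 0% = acetylcholine EC80 with DMSO and 100% = DMSO without agonist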
CHRM5 antagonist: blocks acetylcholine activation of human M5 receptor. P08912. CHO-hM5 cells, Fluo-8 calcium fluorescence, ACh EC80. inhibition, % at 3 µM. 0.59% of 360,000 active. AID 624040;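 active = inhibition above a per-plate cutoff, the mean of that plate's test compounds plus 3 SD, cut at about 27% in these data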;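 also: 0% = acetylcholine EC80 with DMSO and 100% = DMSO without agonist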
CHRM4 PAM: CHRM4 positive allosteric modulation | P08173 | CHO-K1 hM4/Gqi5, Fluo-8 calcium fluorescence, ACh EC20; 0% = ACh EC20, 100% = maximal ACh | activation, % at 3 µM | 0.4% of 360,000 active | AID 624126;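 active = activation above its plate's cutoff, the mean activation of sample wells plus 3 SD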; also: some results filed as inactive read as strong as hits
* marks the source's active call; other numbers are inactive results; nt = not tested or not shown.

The opening 3 records, to show the layout:
SMILES | M5 PAM | CRFR2-BP ag | M1 PAM | CHRM4 agonist | M5 ag | M1 antag | CHRM4 antagonist | CHRM5 antagonist | CHRM4 PAM
Cn1cc(CCNC(=O)C2CCC(=O)N(CCc3ccc(Cl)cc3)C2)cn1 (stereo unspecified) | 1 | 0.1 | 9 | 1 | -5 | -11 | 9 | 3 | -4
CCC(C(=O)NC(C)(C)C)N(Cc1ccco1)C(=O)CNS(=O)(=O)c1ccc(OC)cc1 (stereo unspecified) | -1 | 0.0 | 0 | 0 | -1 | 3 | 6 | 16 | -2
CCCNC(=O)c1ccc(N2CCC3(CC2)CC(c2ccccc2)=NO3)c([N+](=O)[O-])c1 | -20 | -0.9 | -5 | 14 | -1 | 1 | 3 | 19 | 0

All compounds of this part, from the first entry:
SMILES | M5 PAM | CRFR2-BP ag | M1 PAM | CHRM4 agonist | M5 ag | M1 antag | CHRM4 antagonist | CHRM5 antagonist | CHRM4 PAM
Cn1cc(CCNC(=O)C2CCC(=O)N(CCc3ccc(Cl)cc3)C2)cn1 (stereo unspecified) | 1 | 0.1 | 9 | 1 | -5 | -11 | 9 | 3 | -4
CCC(C(=O)NC(C)(C)C)N(Cc1ccco1)C(=O)CNS(=O)(=O)c1ccc(OC)cc1 (stereo unspecified) | -1 | 0.0 | 0 | 0 | -1 | 3 | 6 | 16 | -2
CCCNC(=O)c1ccc(N2CCC3(CC2)CC(c2ccccc2)=NO3)c([N+](=O)[O-])c1 | -20 | -0.9 | -5 | 14 | -1 | 1 | 3 | 19 | 0
CCOc1ccc(CCNC(=O)c2ccc(=O)[nH]c2)cc1OCC | -5 | 0.2 | 6 | 1 | -3 | -4 | -24 | 3 | 8
CC1=NN(c2ccccc2)C(=O)C1C(=O)c1ccc(Cl)cc1 (stereo unspecified) | -1 | 3.4 | 8 | 0 | 2 | -11 | 0 | 0 | 0
Cc1c(-c2nnc(-c3ccc(C(F)(F)F)cc3)o2)cnn1-c1ccccc1 | 3 | 0.8 | 6 | 1 | 2 | -3 | -2 | 2 | 3
Cc1ccc(C(=O)c2c(NC(=O)c3cccnc3)sc3c2CCCC3)cc1 | -1 | -0.4 | 3 | -2 | -1 | -7 | -6 | 2 | -3
COc1ncccc1C(=O)NC1CCCc2c1cnn2-c1ccc(C)c(C)c1 (stereo unspecified) | -3 | -0.3 | -1 | 6 | -4 | -5 | 4 | -2 | 0
COc1ccc(C(=O)NC2CCCc3ccccc32)cc1OC1CCN(C(C)=O)CC1 (stereo unspecified) | -8 | -0.5 | 4 | 20 | 0 | -9 | -10 | 12 | -4
COc1ccc(-c2nc(CNS(=O)(=O)c3cc(OC)ccc3OC)cs2)cc1 | -6 | 0.1 | -2 | 12 | 5 | -13 | -11 | 3 | -8
N#Cc1ccc(NCC(=O)Nc2ccc3c(c2)OCCO3)cc1 | -34 | -0.3 | 1 | 2 | -1 | 5 | 5 | 8 | -4
O=c1cc(CN2CCOCC2)c2cc(Cl)c(O)cc2o1 | 0 | -0.3 | 2 | 0 | -3 | 0 | 9 | -4 | -2
O=C(NC(c1ccc(Cl)cc1)c1ccsc1)C1CCN(CCOc2ccc(Cl)cc2)CC1 (stereo unspecified) | -1 | nt | 0 | 5 | 0 | -3 | -2 | 0 | 1
COc1ccc(CNC(=O)Cn2cnc3c(OCc4ccccc4)ncnc32)cc1 | -1 | -1.1 | 22 | 2 | 1 | -23 | 7 | -5 | 0
CC(C)CN(C(=O)COC(=O)CNC(=O)c1ccccc1F)C1CCS(=O)(=O)C1 (stereo unspecified) | 13 | 2.5 | 4 | 1 | -1 | -5 | 0 | -10 | 6
Cc1nc(NC(=O)C(C)(C)C)sc1-c1csc(N)n1 | 2 | 0.1 | 3 | 0 | 1 | -4 | -15 | 5 | 4
COc1ccc(CN(CC(=O)NCc2ccc(F)cc2)C(=O)CCC(=O)Nc2nccs2)cc1 | 0 | -0.1 | 1 | 2 | -3 | 3 | -5 | 11 | 0
Fc1ccc(Br)cc1C1C=C(c2cccnc2)Nc2ncnn21 (stereo unspecified) | -1 | 53* | 11 | 1 | 2 | -11 | -17 | -3 | 3
Cc1cccc(NC(=O)c2cc([N+](=O)[O-])ccc2N2CCCCC2)n1 | 4 | -3.0 | 1 | -2 | -3 | -6 | -2 | -4 | -1
CCOC(=O)C(NC(=O)CC)(Nc1ccccc1)C(F)(F)F (stereo unspecified) | 9 | -2.4 | 10 | 1 | -1 | 0 | 0 | -4 | 4
O=C(CCN1C(=O)c2ccccc2C1=O)NCc1ccccc1 | -1 | -0.5 | 4 | -1 | -5 | 3 | 1 | 0 | 1
c1ccc(N2CCN(C3CCSC3)CC2)cc1 (stereo unspecified) | 6 | -1.4 | 7 | 1 | -3 | -29 | -10 | -5 | 14
COc1ccc(NC(=O)C(NCC(C)C)c2ccccc2)cc1Cl (stereo unspecified) | 3 | -0.4 | 4 | 0 | -1 | -10 | -9 | -5 | -1
CC(C(=O)Nc1ccc2c(c1)OCO2)N(c1ccc(Cl)cc1)S(C)(=O)=O (stereo unspecified) | -7 | -2.7 | -1 | 2 | -1 | 6 | 2 | 2 | 10
CN1CCC/C1=C1/C(=O)N(c2ccccc2)N=C1NC(=O)Nc1cccc(Cl)c1 | -3 | -2.5 | 11 | 2 | 2 | -12 | -15 | -11 | 1

Additional compounds:
SMILES | M5 PAM | CRFR2-BP ag | M1 PAM | CHRM4 agonist | M5 ag | M1 antag | CHRM4 antagonist | CHRM5 antagonist | CHRM4 PAM
[N-]=[N+]=NC[C@H](c1ccccc1)N1CCN(Cc2ccccc2)CCC1=O | -6 | -1.5 | -1 | 0 | -8 | 3 | 5 | 14 | 0
CCC(C)(C)NC(=O)CN(C(=O)CCC(=O)Nc1nccs1)c1cccc(C)c1 | 5 | 0.2 | 8 | 1 | -1 | -9 | -2 | 3 | 7
CC(=O)O[C@@]1(C)C[C@@H](O)[C@]2(O)C=CO[C@@H](O[C@@H]3O[C@H](CO)[C@@H](O)[C@H](O)[C@H]3O)[C@@H]21 | 1 | 0.2 | -2 | 0 | 2 | -7 | -3 | 6 | 3
COc1ccc(CN2C(=O)c3cccnc3C2=O)cc1S(=O)(=O)N1CCOc2ccccc21 | -2 | 0.5 | -1 | 10 | 0 | 3 | -5 | 2 | 0
CN(Cc1cc2ccccc2[nH]c1=O)C(=O)C1CCCCC1 | -1 | 3.7 | 9 | 4 | 4 | -6 | 8 | -5 | 1
CC1=C(C(=O)OC(C)C)C(/C=C/c2ccccc2)NC(=O)N1 (stereo unspecified) | -11 | -1.1 | 10 | 1 | -4 | -10 | -4 | 9 | 9
COc1cccc(/C=N/NC(=O)C(=O)NCc2cccnc2)c1OC | 5 | 0.7 | 9 | 0 | -3 | 1 | 5 | 5 | 1
O=C(COC(=O)c1ccc(Br)o1)NCc1ccc(Cl)cc1 | -6 | 0.5 | -4 | 1 | -4 | 1 | 7 | 15 | -4
CCc1ccc(N2C(=O)C3CCCN3C2=S)cc1 (stereo unspecified) | -4 | 0.6 | 11 | 1 | -2 | -13 | 7 | 3 | -2
O=C(c1ccco1)N1CCN(Cc2cccc(C(F)(F)F)c2)CC1 | 2 | 0.6 | 2 | 1 | 0 | -8 | 3 | 2 | -2
CCc1nc2ccc(C(=O)NCCCn3ccnc3)cn2c1N(C)C(=O)COc1ccccc1 | -3 | nt | 0 | 0 | -1 | 1 | -1 | 7 | 2
O=C(Nc1cccc(Cl)c1)c1ccc(=O)[nH]n1 | -2 | -1.6 | 6 | 3 | -1 | -11 | -4 | 5 | 8
Cc1ccc(SCCOCCN2CCc3ccccc3C2)cc1 | 0 | 1.0 | -9 | 1 | -8 | 3 | 2 | -1 | -10
COCCCNC(=O)CNC(=S)N(Cc1ccc(F)cc1)C1CCCCC1 | 0 | -0.8 | 8 | 1 | 1 | -5 | -2 | 4 | 1
CC(=O)Nc1ccc(OCCCNC(=O)c2c(-c3ccccc3)noc2C)cc1 | -6 | 0.0 | 10 | 6 | 1 | -9 | -3 | 10 | -5
COC(=O)Cc1cc(=O)n2[nH]c(C)c(-c3ccccc3)c2n1 | -1 | -1.5 | 4 | 0 | -2 | -10 | -2 | 3 | 12
CCCCOc1ccc(C(=O)N(CC)CC(=O)NCc2cccs2)cc1 | 4 | -0.2 | 14 | 5 | 0 | -14 | -11 | -3 | 18
CCCCn1nnnc1C(c1ccccc1)N1CCCN(Cc2ccc(F)cc2)CC1 (stereo unspecified) | -15 | nt | nt | 1 | -6 | nt | 24 | 6 | -11
CC1CN(S(=O)(=O)c2ccc(C(=O)Nc3nccs3)cc2)CC(C)O1 (stereo unspecified) | -2 | 2.4 | 17 | 1 | 2 | -16 | 5 | 6 | -20
CN(c1ccccc1)S(=O)(=O)c1cccc(C(=O)N2CCCCCC2)c1 | -4 | -1.9 | -9 | 2 | 2 | 23 | 9 | -2 | -3
O=c1c(Cl)c(Cl)cnn1Cc1nnc(-c2ccccc2Br)o1 | -21 | 157* | -35 | 120* | 80* | 94* | 99* | 101* | -24
O=C(NCCN1C(=O)C2C3C=CC(C3)C2C1=O)Nc1cccnc1 (stereo unspecified) | 4 | 6.0 | 9 | 1 | 2 | -9 | -20 | -10 | 9
Cc1ccc(NC2OC(CO)C(O)C(O)C2O)cc1 (stereo unspecified) | -1 | -4.3 | -7 | 2 | 2 | 10 | -4 | -3 | 0
CC(C)C(C(=O)NC1CCCC1)N1CCN(c2ncccc2C#N)CC1 (stereo unspecified) | 0 | nt | nt | 2 | 1 | nt | -13 | 1 | 4
COc1ccc(CNC(=O)CN2C(=O)c3ccccc3S2(=O)=O)cc1 | -1 | -1.3 | 15 | 0 | -4 | -15 | -9 | -4 | 9

Other entries follow.
SMILES | M5 PAM | CRFR2-BP ag | M1 PAM | CHRM4 agonist | M5 ag | M1 antag | CHRM4 antagonist | CHRM5 antagonist | CHRM4 PAM
CC(C)OC(=O)CSc1nnc(C2CCCCC2)n1N | 11 | -1.0 | 10 | 1 | -1 | -10 | 2 | -9 | -1
CCC(=O)NC(=Nc1nc2ccccc2s1)NC(=O)CC | -2 | 0.4 | 2 | 2 | 3 | 6 | -18 | 1 | 9
CC(C)(C)Cc1c(-c2ccc(Br)cc2)nc2ccc(Br)cn12 | 4 | 0.4 | 8 | -1 | 0 | -16 | -21 | -8 | -1
O=C(CCSCc1cccc(F)c1)NCc1ccc(F)cc1 | 1 | -0.4 | 7 | 0 | -5 | -10 | -7 | -13 | 2
COc1cccc(CN2CC(C(=O)NC3CCC3)CCC2=O)c1 (stereo unspecified) | 2 | 5.4 | 7 | 1 | -4 | -16 | 2 | -3 | 5
CCNC(=S)N1CCn2cccc2C1c1ccc(F)cc1 (stereo unspecified) | -5 | 2.9 | -8 | 1 | -4 | 24 | 5 | 14 | -4
O=C(N1CCOCC1)N1CCN(S(=O)(=O)c2ccc(Cl)cc2)CC1 | 2 | 0.8 | 10 | 0 | 4 | -19 | -7 | 4 | 2
CCN(CC)c1ccc(S(=O)(=O)N2CCOCC2)cc1NC(=O)COC(=O)/C=C/c1ccc(O)c(OC)c1 | -18 | -2.2 | -2 | 12 | 5 | 6 | 4 | 13 | -5
CC(=O)Nc1ccc(S(=O)(=O)NCC(=O)OCC(=O)NCc2ccc3c(c2)OCO3)cc1 | 13 | -2.9 | 5 | 1 | 3 | -7 | -10 | 3 | 8
O=C(CSC1CN(C(c2ccccc2)c2ccccc2)C1)N/N=C/c1ccccc1 | -3 | -1.4 | 6 | -2 | -7 | -9 | -10 | 5 | 2
COC(/C=C/Nc1ccc(C)cc1)=C(C#N)C#N | -1 | -1.6 | -1 | 2 | 3 | 2 | 5 | -4 | -6
